From PubChem BioAssay
M. tuberculosis HTS: M. tuberculosis growth inhibition, HTS (AID 449762) | M. tuberculosis H37Rv growth inhibition, 7H9 media; higher % means a stronger effect | one-dose inhibition, % at 25 µM; IC50 in µM for titrated hits | 0.59% of 330,000 active; in the data active = a potency from the dose series; inconclusive = inhibition above about 70% without an active follow-up result;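 also: bacterial growth assessed after seven days of incubation; strong numbers were not always called active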
tuberculosis growth: growth inhibition of non-replicating M. tuberculosis (AID 488890) | Mycobacterium tuberculosis non-replicating, growth inhibition; higher % means a stronger effect | inhibition, % at 25 µM; hits with a dose series show IC50 in µM | 0.39% of 320,000 active; in the data active = a potency from the dose series; inconclusive = inhibition mostly from about 82% at the one dose, without a potency; inactive = the rest, 99 in 100 with inhibition below about 76%;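 also: plate controls were DMSO cells for no effect and high antibiotic wells for full effect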
Salmonella PhoP GFP: PhoP regulon inhibitors, Salmonella typhi PhoP promoter GFP reporter, confirmatory (AID 1850). one-dose inhibition, % at 50 µM; IC50 in µM for titrated hits. Salmonella Typhi PhoP-promoter GFP reporter, fluorescence, 4 h; higher % means a stronger effect. 0.33% of 310,000 active; in the data active = a potency from the dose series; inconclusive = inhibition mostly from about 25% at the one dose, without a potency; inactive = the rest, 99 in 100 with inhibition below about 19%;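 also: 0% = induced wells with vehicle and 100% = uninduced wells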
influenza NS1A: H1N1 influenza NS1A inhibitors, functional cell based assay (AID 504329) | NS1A functional cell-based assay, percent inhibition; higher % means a stronger effect | inhibition, % at 12.5 µM, or IC50 in µM where a hit was titrated | 0.3% of 340,000 active; in the data active = a potency from the dose series; inconclusive = inhibition above about 27% without an active follow-up result; also: strong numbers were not always called active
VEEV TC-83 Vero: inhibitors of VEEV TC-83 cytopathic effect, confirmation, Vero cells (AID 588727). Vero cells, VEEV TC-83 cytopathic effect inhibition; higher % means a stronger effect. inhibition, % at 20 µM; hits with a dose series show IC50 in µM. 0.13% of 350,000 active; in the data active = a potency from the dose series; inconclusive = inhibition mostly from about 14% at the one dose, without a potency; inactive = the rest, 99 in 100 with inhibition below about 12%; also: strong numbers were not always called active
Starred values were filed as active, the others as inactive; i = inactive; ? = inconclusive; / = not tested or not shown. Rows are unselected; any-hit rate near 1.5%.

SMILES	M. tuberculosis HTS	tuberculosis growth	Salmonella PhoP GFP	influenza NS1A	VEEV TC-83 Vero
COCCn1cnc2c1c(=O)n(Cc1cc(C(C)=O)ccc1OC)c(=O)n2Cc1ccccc1	-4%	9%	-2%	-5%	4.4%
Cc1ccc2occ(/C=N/NC(=O)c3ccc(Cl)cc3)c(=O)c2c1	4%	?	-8%	-8%	7.4%
O=C(C/C=N\OCc1ccc([N+](=O)[O-])cc1)Nc1ccc(Br)cc1	?	i	10%	0%	1.9%
Cc1ccc(CNC(=O)C(c2ccccc2)c2ccccc2)cc1	14%	-3%	4%	-7%	0.4%
COc1ccccc1NC(=O)Cn1cnc2c(nc3n2CCCCC3)c1=O	3%	6%	1%	4%	2.2%
O=C(CSc1nncc(=O)[nH]1)NCc1ccccc1	-3%	4%	2%	12%	0.9%
Cc1ccc(NC(=O)Cn2cc(S(=O)(=O)c3ccc(F)cc3)c(=O)c3cc(F)ccc32)cc1	10%	8%	-2%	8%	i
O=c1cc(-c2cc3ccccc3o2)c2cc(O)ccc2o1	2%	-3%	-5%	-15%	3.1%
O=[N+]([O-])c1cccc(-c2nc(Oc3ccc(Cl)cc3)c3ccccc3n2)c1	4%	0%	-5%	/	/
C=CCNC(=O)c1ccccc1NC(=O)c1ccccc1C	1%	5%	-3%	-1%	0.9%
N#CC(=C(O)COC(=O)CCC1CCCCC1)c1nc2ccccc2[nH]1	/	/	/	-9%	4.3%
CCCNC(=O)N1[C@H]2CC[C@@H]1C(C(=O)OC)=C(c1ccc(F)cc1OCc1ccccc1)C2	-3%	15%	/	5%	0.7%
COc1cc(C)nc2nc(SCc3ccccc3)nn12	0%	10%	7%	-5%	0.8%
Cc1cc(NC(=O)c2cc3nc(C4CC4)cc(C(F)(F)F)n3n2)no1	3%	6%	-2%	12%	7.7%
CC(C)Sc1nc2ccccc2c(=O)[nH]1	4%	-1%	0%	3%	2.2%
CCc1ccc2c(CN3CC=C(c4ccccc4)CC3)cc(=O)oc2c1	12%	-6%	-9%	-2%	0.8%
O=C(Nc1ccc2c(c1)OCO2)C(c1ccccc1)N1CCC2(CC1)OCCO2 (stereo not drawn)	2%	-2%	-8%	5%	0.8%
CC(C)(C)Nc1nc(Cl)nc(N(C#N)CN2C(=O)c3ccccc3S2(=O)=O)n1	6%	13%	9%	-14%	0.1%
Cc1cc(C)cc(N(CC(=O)O)S(=O)(=O)c2c(C)noc2C)c1	2%	5%	-11%	0%	i
Cc1ccc2nc(N3CCN(C(=O)c4ccccc4F)CC3)c(C#N)cc2c1	/	/	/	-9%	1.5%
O=C1C(=O)N(Cc2cccs2)c2ccccc21	7%	68%	-5%	-2%	0.1%
Cc1cc(C)nc(SCc2nnc(SCC(N)=O)o2)n1	-1%	-6%	4%	-8%	1.3%
C=CCn1c(SCCOc2ccc(OC)cc2)nnc1C(C)NC(=O)Cc1ccc(OC)cc1 (stereo not drawn)	-2%	20%	7%	1%	1.1%
Cn1cc(C(=O)C(F)(F)F)c2ccccc21	0%	-14%	2%	-7%	3.8%
CC(C)OC(=O)Nc1ccc2c(c1)N(C(=O)N1CCN(C)CC1)c1ccccc1CC2	-8%	5%	6%	-11%	i

Record cards (already shown). Values in the order: M. tuberculosis HTS | tuberculosis growth | Salmonella PhoP GFP | influenza NS1A | VEEV TC-83 Vero
O=C(C/C=N\OCc1ccc([N+](=O)[O-])cc1)Nc1ccc(Br)cc1 is listed as ? | i | 10% | 0% | 1.9%
Cn1cc(C(=O)C(F)(F)F)c2ccccc21 is listed as 0% | -14% | 2% | -7% | 3.8%

(next part)
SMILES	M. tuberculosis HTS	tuberculosis growth	Salmonella PhoP GFP	influenza NS1A	VEEV TC-83 Vero
CCN(Cc1nc2cc(Cl)ccc2c(=O)[nH]1)C(=O)CN1C(=O)NC2(CCCCC2C)C1=O (stereo not drawn)	/	/	/	-5%	2.7%
O=C(O)CSc1nnc(-c2ccc(Cl)cc2)n1-c1ccccc1	-7%	-12%	2%	18%	1.2%
CCC/C(=N/NC(=O)c1nnn(-c2nonc2N)c1CN1CCCCC1)c1ccccc1	-7%	19%	1%	14%	1.1%
COCC(=O)n1nc(-c2ccccc2)nc1NCc1ccc(F)cc1	9%	11%	-12%	2%	3.9%
CCN1CCCC1CNC(=O)c1ccc2c(c1)NC(=O)/C(=C\c1ccc(C)cc1)S2 (stereo not drawn)	?	?	1%	22%	i
Cc1cccc(N(C(=O)c2ccc(CN3CCOCC3)o2)C(C(=O)NC(C)(C)C)c2ccc(F)cc2)c1 (stereo not drawn)	-5%	-4%	-1%	14%	1.2%
O=C(NCCc1nc(-c2ccccc2)no1)c1ccco1	-1%	-10%	-3%	1%	0.9%
C=CC[C@H](CC(=O)N[C@H](CO)Cc1ccccc1)C(=O)N[C@H](COC(=O)[C@H](CC=C)CC(=O)OC(C)(C)C)Cc1c[nH]c2ccccc12	-5%	49%	/	10%	i
CCOC(=O)c1c(NC(=O)CSc2nnc(-c3ccco3)o2)sc(C(C)=O)c1C	0%	4%	-12%	-9%	4.5%
O=C(O)c1cccc(Nc2nc(-c3cccnc3)nc3ccccc23)c1	4%	-6%	-7%	-13%	3.5%
S=C(NC12CC3CC(CC(C3)C1)C2)N1CCOCC1	0%	-5%	5%	-7%	0.1%
CC(=O)/C(=N/Nc1cccc(Cl)c1)Sc1nnc(C(O)c2ccccc2)n1-c1ccccc1 (stereo not drawn)	4%	-1%	5%	-7%	0.3%
CCOc1cc(-c2nnc(-c3ccco3)o2)cc(OCC)c1OCC	-1%	4%	-7%	-16%	i
O=C(O)c1ccccc1NS(=O)(=O)c1ccc(NNC(=S)Nc2ccc(OC(F)F)cc2)c([N+](=O)[O-])c1	/	/	/	13µM*	1.3%
O=C(Nc1nccs1)c1cccnc1Cl	11%	-12%	-15%	-9%	i
O=C1C(=C2CCCCC2)SC(=S)N1Cc1ccco1	7%	14%	3%	4%	3.3%
O=S1(=O)N(CCN2CC=C(c3c[nH]c4cc(F)ccc34)CC2)c2cccc3c2N1CCC3	11µM*	78%	3%	2%	2.2%
COc1ccc(NC(=O)CN2C(=O)CC(C)S(=O)(=O)c3ccccc32)cc1 (stereo not drawn)	1%	-8%	-11%	-3%	2.3%
Cc1ccc(CN2C(=O)c3ccccc3NC23CCN(Cc2ccccc2)CC3)cc1	52%	33%	-5%	18%	4.7%
CCNC(=O)N(C)C[C@H]1N[C@@](CC)(C(=O)OC)[C@H]2C(=O)N(Cc3ccccc3)C(=O)[C@@H]12	3%	2%	/	-7%	i
CC(=O)CC(=O)Nc1ccc(Nc2ccccc2)cc1	-5%	32%	-4%	8%	1.5%
CCC(Oc1ccc(C)cc1)C(=O)Nc1ccc2c(c1)n(C)c(=O)n2C (stereo not drawn)	2%	50%	-4%	-5%	0.6%
CSc1ncccc1C(=O)OCC(=O)c1ccccc1Br	1%	37%	5%	-2%	4.2%
Cc1cccc(C(=O)OCC(=O)NCCCc2ccccc2)c1O	-2%	44%	5%	6%	1.4%
CC(C)c1cc(NC(=O)C(C)(C)C)cc(C(C)C)c1O	6%	-7%	-11%	-1%	1.5%
SMILES	M. tuberculosis HTS	tuberculosis growth	Salmonella PhoP GFP	influenza NS1A	VEEV TC-83 Vero
COCCCn1c(C)cc(C(=O)COC(=O)C23CC4CC(CC(O)(C4)C2)C3)c1C	/	/	/	-12%	2.8%
CC(=O)c1oc2ccccc2c1NC(=O)CCCN1C(=O)c2ccccc2C1=O	-8%	-37%	-8%	1%	0.6%
CCOC(=O)Cc1csc(NS(=O)(=O)Cc2ccccc2)n1	-5%	-3%	-5%	7%	6.8%
CC(=O)c1cccc(S(=O)(=O)Nc2cccnc2)c1	-5%	9%	-2%	-21%	i
CCOCCCN1C(=O)CN(C2CCC(C)CC2)C(=O)C1c1ccc(C)cc1 (stereo not drawn)	6%	7%	1%	4%	i
O=C1C2C3C=CC(C3)C2C(=O)N1CCC(=O)N1CCc2ccccc21 (stereo not drawn)	-6%	6%	-13%	0%	1.8%
CCOC(=O)c1sc2nc(C)nc(SCC(=O)N(CC)C3CCS(=O)(=O)C3)c2c1C (stereo not drawn)	8%	11%	-3%	6%	1.3%
CN(CC(=O)N1CCN(Cc2ccccc2)CC1)C(=O)Cc1ccc(Cl)c(Cl)c1	5%	31%	/	8%	i
CC(C)(C)c1cc(C(C)(C)C)n(-c2ccccc2)n1	0%	7%	-6%	-7%	1.3%
O=C(NCc1ccc(F)cc1)Nc1ccc(Cl)cc1	-4%	10%	1%	-5%	0.2%
CN1C(=O)C2(c3ccccc31)c1c(oc3ccccc3c1=O)C(=O)N2CCCO (stereo not drawn)	-1%	4%	6%	-4%	1.6%
CCc1cccc(NC(=O)CCc2c(C)nn(-c3ccc(N4CCOCC4)nn3)c2C)c1	-1%	20%	10%	-9%	5.2%
COc1cccc(CNC(=O)C(CCSC)NS(=O)(=O)c2ccc3c(c2)oc(=O)n3C)c1 (stereo not drawn)	-12%	-33%	13%	3%	1.4%
CCCCn1c(N)c(N(CCC(C)C)C(=O)c2ccc([N+](=O)[O-])s2)c(=O)[nH]c1=O	67%	46%	-6%	-2%	9.1%
CC(C)(C)OC(=O)N1CCC(C(=O)N2CCOCC2)CC1	-3%	1%	-2%	-9%	0.2%
CCOC(=O)c1cn(CC(=O)Nc2ccc(CC)cc2)nn1	3%	1%	21%	-9%	4.3%
Cc1cc(C)nc(/N=C(\N)Nc2ccc(OCCC(C)C)cc2)n1	62%	?	-7%	-3%	i
COc1cc(OC)c2c(=O)cc(-c3cccnc3)oc2c1	6%	-5%	1%	0%	2.4%
Oc1ccc(/C=N/N2CCN(C3c4ccccc4-c4ccccc43)CC2)cc1O	-2%	-6%	-6%	-14%	i
COc1cccc(-c2ccc(SCC(=O)N3CCOCC3)nn2)c1	0%	-10%	-1%	1%	0.8%
CC(C)NC(=O)C1CCN(Cc2cccc(Oc3ccccc3)c2)CC1	5%	2%	3%	-1%	i
O=C(C1CCCN1S(=O)(=O)c1cccc2nsnc12)N1CCCCCC1 (stereo not drawn)	3%	0%	11%	-8%	i
COc1ccc(CNC(=O)CSc2nnc(C)n2-c2ccc(F)cc2)cc1	-2%	12%	-5%	-9%	i
COC(=O)c1ccccc1SCc1csc(C)n1	-5%	-17%	9%	-8%	i
O=C(CSc1ccc(C(F)(F)F)cc1[N+](=O)[O-])Nc1ccc2ccccc2c1	0%	26%	-4%	-7%	1.4%
SMILES	M. tuberculosis HTS	tuberculosis growth	Salmonella PhoP GFP	influenza NS1A	VEEV TC-83 Vero
NC(=O)Cn1nc([N+](=O)[O-])nc1Oc1ccccc1F	1%	0%	18%	7%	0.1%
Cc1ccc(C)c(/C=N/Nc2nc3ccccc3c(=O)n2O)c1	-7%	-14%	6%	/	2.9%
Cc1ccccc1-n1c(SCc2cccc(F)c2)nc2[nH]ncc2c1=O	0%	13%	-5%	-11%	9.5%
CNC(=S)NNC(=O)COc1ccc(C)c(C)c1	-3%	-9%	-5%	16%	0.4%
CCN(CC)C(=O)Cn1c(=O)n(-c2ccccc2)c(=O)c2sccc21	1%	-8%	8%	8%	i
COC(=O)C1=C(c2ccc(F)cc2OCc2ccccc2)C[C@@H]2CC[C@H]1N2C(=O)NCc1cccc(F)c1	-5%	34%	/	5%	2.9%
Cc1cc(=O)c(C(=O)c2ccccc2)c(C)o1	0%	-1%	4%	-21%	0.8%
COC(=O)[C@H](CCSC)NC(=O)Cn1ccc(N)nc1=O	-10%	-3%	/	7%	i
CN(C(=O)c1cccc(NC(=O)Cc2ccc(NC(=O)C3CCN(C(=O)C4CC4)CC3)cc2)c1)C1CCC1	/	/	/	-10%	0.3%
Nc1c(Cl)cc2c(c1Br)Cc1ccccc1-2	/	/	/	-12%	0.2%
CS(=O)(=O)c1cccc(C(=O)Oc2ccccc2)c1	-3%	25%	-5%	21%	0.3%

2 of the compounds above, as a markdown table.
| smiles | M. tuberculosis HTS | tuberculosis growth | Salmonella PhoP GFP | influenza NS1A | VEEV TC-83 Vero |
| --- | --- | --- | --- | --- | --- |
| Cc1ccc2occ(/C=N/NC(=O)c3ccc(Cl)cc3)c(=O)c2c1 | 4% | ? | -8% | -8% | 7.4% |
| CS(=O)(=O)c1cccc(C(=O)Oc2ccccc2)c1 | -3% | 25% | -5% | 21% | 0.3% |

2 of the compounds above, with each value named.
> COC(=O)C1=C(c2ccc(F)cc2OCc2ccccc2)C[C@@H]2CC[C@H]1N2C(=O)NCc1cccc(F)c1
  M. tuberculosis HTS = -5%; tuberculosis growth = 34%; Salmonella PhoP GFP = /; influenza NS1A = 5%; VEEV TC-83 Vero = 2.9%

> CS(=O)(=O)c1cccc(C(=O)Oc2ccccc2)c1
  M. tuberculosis HTS = -3%; tuberculosis growth = 25%; Salmonella PhoP GFP = -5%; influenza NS1A = 21%; VEEV TC-83 Vero = 0.3%
